# Screens as filed in PubChem BioAssay.
# Efflux pump inh: inhibitors of Candida efflux pumps in yeast, primary screen, S. cerevisiae, Nile Red, multiplex | inhibition, % at 10 µM | S. cerevisiae Candida pump triplex | 330,000 compounds, 0.44% hits;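 active = plate passing quality check with inhibition over a set limit, or well fluorescence over plate mean plus 4 SD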;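 note: Nile Red retained in pooled yeast measured as flow cytometry median fluorescence; 0% = buffer negative control and 100% = Enniatin B positive control; higher means more Nile Red kept so more efflux inhibition; some compounds called inactive have numbers as strong as hits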
# CR mimetic SO: reduction of superoxide in aged yeast, primary screen, HTS. S. cerevisiae aged cells, superoxide DHE fluorescence; hits give low values. superoxide response (% of plate mean), % at 10 µM. 330,000 compounds, 0.18% hits;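 active = superoxide response under a set limit, about three screen SD below normal, cut at about 65% in these data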;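 note: yeast aged for seven days with compound at 30 °C before DHE staining; 100% = average MFI of all compound-treated wells on the plate with controls excluded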
# AGP1-GFP MLPCN: modulators of AGP1-GFP expression in yeast TOR pathway, primary screen, cell-based, multiplex flow cytometry, S. cerevisiae, MLPCN library; GFP response vs DMSO, % at 10 µM; 3 h; GFP as percent of DMSO wells; 320,000 compounds, 0.02% hits;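 active = GFP response relative to DMSO above a set limit, near screen average plus 3 SD, cut at about 150% in these data; inconclusive = fewer than 70 cells counted for the yeast strain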;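 note: median GFP channel fluorescence of the gated AGP1 strain per well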
# AHR activator: AHR activators, primary screen, cell-based, luminescence, luciferase reporter, human; Aryl hydrocarbon receptor (Homo sapiens), P35869; AHR-responsive luciferase reporter cells; activation, % at 5 µM; 320,000 compounds, 2.5% hits; AID 2796, 2010; in the data active = activation above about 47%;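 note: 0% = vehicle wells and 100% = reference agonist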
# Target sequence (P35869 whole entry, looked up): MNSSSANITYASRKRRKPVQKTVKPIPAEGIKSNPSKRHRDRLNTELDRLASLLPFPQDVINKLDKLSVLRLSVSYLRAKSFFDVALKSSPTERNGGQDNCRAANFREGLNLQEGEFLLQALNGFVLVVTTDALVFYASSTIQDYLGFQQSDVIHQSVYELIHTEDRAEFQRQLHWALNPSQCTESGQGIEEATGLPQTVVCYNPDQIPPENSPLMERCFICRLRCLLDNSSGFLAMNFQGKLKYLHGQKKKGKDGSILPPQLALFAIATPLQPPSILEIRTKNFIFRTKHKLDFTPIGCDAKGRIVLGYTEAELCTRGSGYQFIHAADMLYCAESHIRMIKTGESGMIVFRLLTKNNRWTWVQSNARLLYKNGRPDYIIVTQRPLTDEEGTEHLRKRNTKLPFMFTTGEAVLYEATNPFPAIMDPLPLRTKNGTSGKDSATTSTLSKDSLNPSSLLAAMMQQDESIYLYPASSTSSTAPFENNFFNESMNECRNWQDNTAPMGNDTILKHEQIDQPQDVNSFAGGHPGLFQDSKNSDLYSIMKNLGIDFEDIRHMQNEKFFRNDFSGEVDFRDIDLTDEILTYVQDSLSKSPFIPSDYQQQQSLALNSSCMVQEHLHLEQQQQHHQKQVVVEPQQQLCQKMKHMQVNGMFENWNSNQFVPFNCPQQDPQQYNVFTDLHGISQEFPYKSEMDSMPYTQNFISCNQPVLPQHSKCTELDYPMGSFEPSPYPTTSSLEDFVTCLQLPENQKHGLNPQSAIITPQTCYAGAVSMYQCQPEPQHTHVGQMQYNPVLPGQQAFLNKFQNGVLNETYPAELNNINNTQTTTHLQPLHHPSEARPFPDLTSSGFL
# LAP4 TOR yeast: modulators of LAP4-GFP expression in yeast, primary screen, S. cerevisiae, multiplex flow cytometry, MLPCN library | 3 h; median GFP as percent of DMSO wells | GFP response vs DMSO, % at 10 µM | 320,000 compounds, 0.34% hits;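 active = GFP response vs DMSO above a set limit, about the screen mean plus 3 SD, cut at about 150% in these data; inconclusive = under 70 cell events counted for the yeast strain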
# MEP2 TOR yeast: modulators of MEP2-GFP levels in yeast, primary screen, S. cerevisiae, multiplex flow cytometry, MLPCN library; S. cerevisiae MEP2-GFP strain, 3 h; 100% = DMSO control level; GFP response vs DMSO, % at 10 µM; 330,000 compounds, 0.51% hits; AID 2016, 2009;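 active = GFP response versus DMSO above a set limit, roughly screen mean plus 3 SD, cut at about 180% in these data; inconclusive = fewer than 70 cells counted for a yeast strain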;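 note: median GFP fluorescence of the barcode-gated MEP2-GFP cells per well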
# CIT2-GFP yeast: modulators of CIT2-GFP expression in yeast, primary screen, S. cerevisiae, GFP fusion, multiplex flow cytometry, MLPCN library. S. cerevisiae CIT2-GFP strain, 3 h; 100 means same as DMSO wells. GFP response vs DMSO, % at 10 µM. 320,000 compounds, 0.065% hits. AID 2029, 2009;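 active = GFP response relative to DMSO above a set limit, near the screen mean plus 3 SD, cut at about 150% in these data; inconclusive = Fewer than 70 cells measured for a yeast strain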;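 note: ratio of well median GFP fluorescence to mean of DMSO wells on the plate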
# RPL19A-GFP yeast: RPL19A-GFP expression modulators in yeast, primary screen, cell-based, S. cerevisiae, multiplex flow cytometry, MLPCN; AID 2025, 2009; S. cerevisiae RPL19A-GFP strain, 3 h; hits give low values; percent response vs DMSO, % at 10 µM; 330,000 compounds, 0.3% hits;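 active = percent response vs DMSO below 50%; inconclusive = fewer than 70 events counted for the yeast strain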;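 note: median channel GFP fluorescence of the barcoded RPL19A-GFP strain; ratio of sample median GFP to plate DMSO average so 100% = DMSO; lower means less RPL19A-GFP as with rapamycin TOR inhibition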
# Numbers without * were called inactive; u = inconclusive; x = not tested or not shown; [ ] = remark or other dose. An unsorted share of the library; any-hit rate near 3.9%.
SMILES,Efflux pump inh,CR mimetic SO,AGP1-GFP MLPCN,AHR activator,LAP4 TOR yeast,MEP2 TOR yeast,CIT2-GFP yeast,RPL19A-GFP yeast
CSc1cccc(NC(=O)/C=C/c2cccc(Cl)c2)c1,0.0,100,88,-6,110,96,84,96
CCCCS(=O)(=O)c1sc2nc(C)cc(C)c2c1N,-0.1,84,111,4,111,102,94,101
C=C(C)CNC(=S)N/N=C/c1ccc([N+](=O)[O-])cc1,0.0,104,85,2,108,91,91,95
Cc1ccc(S(=O)CCNC(=O)Cc2ccccc2)cc1 (stereo not drawn),0.0,108,106,2,102,100,105,105
CCCCOc1ccc(N(CC(=O)NCC2CCCO2)C(=O)CCC(=O)Nc2nccs2)cc1 (stereo not drawn),0.1,107,106,7,104,105,103,105
CCCCc1nc2cc(C(=O)N3CCCC(COC)C3)ccc2o1 (stereo not drawn),0.0,118,95,15,86,100,101,110
Cc1ccccc1NC(=S)Nc1ccccc1,-0.1,98,107,7,105,113,107,110
O=C(NNC(=S)Nc1ccccc1)c1cccs1,0.0,97,109,-1,101,107,99,102
CC(C)(C)OC(=O)N1CC2Cc3[nH]c(=O)ccc3C(C2)C1 (stereo not drawn),0.0,100,x,0,104,104,106,104
CCC1Nc2ncnc(N3CCN(c4ccccc4)CC3)c2N(Cc2ccc(C)cc2)C1=O (stereo not drawn),0.2,111,88,4,138,98,91,98
CCOC(=O)N1CCC(n2c(SCC(=O)NCc3ccco3)nc3ccsc3c2=O)CC1,0.3,78,101,2,98,100,98,98
O=C(NNS(=O)(=O)c1ccc2ccccc2c1)c1cccs1,0.8,84,96,2,92,101,99,105
C=CCNC(=O)c1c(Br)cnn1-c1ccc(C)cc1,0.0,97,101,33,95,99,100,97
CCOc1ccc2nc(NCCCNS(=O)(=O)c3ccccc3)c(C#N)cc2c1,0.2,65*,102,10,101,100,94,97
Cc1cc([N+](=O)[O-])ccc1NC(=O)COc1nsnc1N1CCOCC1,-0.2,88,104,1,101,102,99,103
CN(C)S(=O)(=O)c1cc(NC(=O)c2ccc(-n3ccnc3)c([N+](=O)[O-])c2)ccc1Cl,0.2,112,106,53*,95,108,107,105
CC(C)(C)NC(=O)NC(=O)COC(=O)COc1ccc(Cl)cc1Cl,-0.1,112,105,1,97,106,110,110
CN(C)c1ccc(C2=NOC(CN3C(=O)c4ccccc4S3(=O)=O)C2)cc1 (stereo not drawn),-0.1,96,100,33,101,102,98,97
COc1ccc(N2CCN(CC(=O)Nc3cc(C)on3)CC2)cc1,0.0,95,99,1,103,101,99,98
O=C(CCC(=O)c1ccccc1)Nc1ccc(C(=O)O)cc1,-0.1,102,104,x,97,100,106,97
O=C(c1ccco1)N1CCCN(C(=O)c2ccco2)CC1,-0.1,96,96,-1,114,125,100,95
C=C1CCN([C@@H](Cc2ccccc2)C(=O)NCc2ccccc2)S(=O)(=O)c2ccccc21,-0.1,99,93,-1,115,99,94,102
Cc1ccc(C(=O)COC(=O)C2CCC2)cc1,0.0,98,95,5,94,115,105,101
Cc1cccc(NC(=O)CCc2c(C)nc3ncnn3c2C)n1,-0.1,92,97,1,86,92,107,94
CC(CN1CCN(c2ccccc2)CC1)c1ccccc1 (stereo not drawn),0.1,124,100,-4,101,98,97,98

# Quoted at random: 2 records from the list, in no set order.
SMILES,Efflux pump inh,CR mimetic SO,AGP1-GFP MLPCN,AHR activator,LAP4 TOR yeast,MEP2 TOR yeast,CIT2-GFP yeast,RPL19A-GFP yeast
CCOc1ccc2nc(NCCCNS(=O)(=O)c3ccccc3)c(C#N)cc2c1,0.2,65*,102,10,101,100,94,97
O=C(NNC(=S)Nc1ccccc1)c1cccs1,0.0,97,109,-1,101,107,99,102

# (more compounds)
SMILES,Efflux pump inh,CR mimetic SO,AGP1-GFP MLPCN,AHR activator,LAP4 TOR yeast,MEP2 TOR yeast,CIT2-GFP yeast,RPL19A-GFP yeast
COC(=O)c1ccccc1N/C=C1\CCc2c(c(C)nn2-c2ccccn2)C1=O,-0.2,95,106,0,107,99,106,104
CCCCN(C(=O)NC(=O)Nc1cc(C)ccc1C)S(C)(=O)=O,0.1,106,98,2,97,98,94,96
c1ccc2c(c1)c1ccccc1n2CN1CCOCC1,-0.1,82,105,3,100,105,104,100
Cc1ccc(NC(=O)CN2C(=O)/C(=C\c3cccs3)SC2=S)cc1,0.1,101,98,-2,93,101,103,104
COc1ccccc1NCC(=O)NNC(C)C(=O)Nc1cccc(Cl)c1 (stereo not drawn),-0.1,87,99,24,93,103,94,100
CCNc1nc(Oc2ccccc2)nc(OC(C)C(=O)OCC)n1 (stereo not drawn),0.0,96,103,0,96,99,102,102
Cc1cc(C)c(C#N)c(N2CCN(Cc3ccc4c(c3)OCO4)CC2)n1,0.0,104,99,-1,99,101,99,102
CCC(Sc1ncccc1C(=O)O)C(=O)N1CCCC1 (stereo not drawn),0.4,145,95,-1,97,105,91,99
COc1ccc(C(CNC(=O)COc2ccc(Cl)cc2C)N2CCCCC2)cc1 (stereo not drawn),0.0,127,102,0,94,98,106,101
CSc1nc(C)cc(-n2ccc(=O)[nH]c2=O)n1,0.3,114,100,-3,100,100,96,99
O=C(COCC(=O)N/N=C/c1ccccc1F)N/N=C/c1ccccc1F,-0.2,103,93,12,96,109,105,95
C/C(=N/OCO/N=C(\C)c1ccccc1)c1ccccc1,0.1,105,93,-3,94,97,94,101
C=C(C)Cn1c(SCC(=O)O)nc2c1c(=O)[nH]c(=O)n2C,0.3,92,91,0,93,91,83,91
COc1cc(C(C)=O)ccc1OCC(=O)N1CCc2ccccc2C1,-0.1,106,105,5,111,107,103,104
CCCCn1c(=O)n(CC(=O)Nc2ccc(OC)c(Cl)c2)c(=O)c2c1nc(CO)n2CCC,0.0,103,102,-1,95,99,106,100
CC(C)=CC(=O)NCCc1ccccc1,-0.1,105,110,6,109,109,104,105
COc1cccc(C(=O)NCC(c2ccc3c(c2)OCO3)N2CCN(c3ccc(F)cc3)CC2)c1 (stereo not drawn),0.4,96,91,1,95,88,74,90
CCn1c(SCc2ccc(C)cc2)nnc1-c1cnccn1,0.2,94,95,-4,109,94,87,98
Cc1nc2ccccc2n1C1CCN(C(=O)Nc2ccccc2)CC1,0.0,100,106,-2,96,98,106,100
COc1ccccc1CNC(=O)CCS(=O)(=O)c1cccc2nonc12,0.1,97,85,33,84,85,81,88
COc1ccccc1C(=O)Nc1nnc(CCc2ccccc2)s1,0.1,103,92,3,102,97,86,96
Cc1ccccc1OCc1n(CC(=O)OC2CC(C)CCC2C(C)C)c2ccccc2[n+]1C (stereo not drawn),-0.1,92,105,1,105,95,109,96
Cc1nc(SCc2cccc(F)c2)c2oc3ccccc3c2n1,0.0,82,98,6,100,93,89,96
CC1=CC(C)C2(CO)COC(c3cccnc3)C1C2C (stereo not drawn),-0.1,96,105,1,98,110,104,108
O=C(NCc1ccc(N2CCCC2=O)cc1)c1cnccn1,0.0,99,96,4,97,101,93,97

# Carrying on.
SMILES,Efflux pump inh,CR mimetic SO,AGP1-GFP MLPCN,AHR activator,LAP4 TOR yeast,MEP2 TOR yeast,CIT2-GFP yeast,RPL19A-GFP yeast
CCOC(=O)c1nnn(-c2nonc2-n2cccc2)c1CN1CCC(C(=O)OCC)CC1,0.1,98,110,1,103,99,101,100
N#CCCNc1c(Cl)cc(Cl)cc1C(=O)O,0.1,108,96,1,89,98,97,103
CCOC(=O)c1c(C)c(C(=O)NCCc2ccccc2)c(C)n1C,0.0,91,99,20,94,102,101,104
O=[N+]([O-])c1cccc(CSc2ncnc3ccccc23)c1,0.5,73,96,8,110,108,92,101
CC(=O)c1sc(NC(=O)C2CCN(C(=O)c3ccc(F)cc3)CC2)nc1-c1ccccc1,0.0,102,70,1,92,98,131,102
C/C(=N\Nc1cccc2cccnc12)c1ccc[nH]1,-0.2,91,92,51*,107,99,96,92
CC(NC(=O)CN1CCCC1)C12CC3CC(CC(C3)C1)C2 (stereo not drawn),0.1,98,113,1,109,111,112,115
Cc1nn(-c2ncc(C(F)(F)F)cc2Cl)c(=O)n1-c1ccccc1,0.0,101,101,2,104,98,94,101
COc1cccc(C(=O)NC(=S)N2c3ccccc3CC2C)c1OC (stereo not drawn),-0.2,97,97,12,100,104,96,103
O=C(CSc1nnc(C2CC2)n1CC1CCCO1)Nc1ccc(Cl)cc1 (stereo not drawn),0.0,98,98,10,92,104,100,101
CCC(=O)Nc1nc(C)nc(C)c1C(C)=O,0.1,100,105,4,103,110,104,104
O=C(Nc1cccnc1)c1ccc(NS(=O)(=O)c2cccc([N+](=O)[O-])c2)cc1,0.1,117,108,7,113,97,95,100
CCc1ccc(S(=O)(=O)NC(=S)NC2CCCCC2)cc1,0.0,97,89,0,122,91,102,101
CCN1C(=NCC2CC2)N[C@@H](c2ccccc2)C(C(=O)OC)=C1C,-0.2,101,84,-3,84,92,82,103
CCC(CC)C(=O)Nc1ccccc1-n1cccc1,0.2,102,103,4,101,100,110,98
O=C(NCc1ccc(F)cc1)C1CC(=O)N(CCc2ccccc2)C1 (stereo not drawn),0.2,108,109,-2,110,108,121,106
CCN(CC)CCCn1c2c(c(SCC(=O)Nc3ccc4c(c3)OCO4)nc1=O)CCC2,0.3,101,106,1,108,99,100,100
Cc1ccc(NC(=O)CCC(=O)NNC(=O)Cc2ccccc2)cc1C,-0.1,85,99,7,94,107,103,97
N=C1/C(=C/c2coc3ccccc3c2=O)C(=O)N=C2SC(c3ccco3)=NN12,0.0,85,125,6,116,114,113,108
COc1ccccc1OC(C)C(=O)Nc1ccccc1C(=O)NCc1cccnc1 (stereo not drawn),0.1,91,102,3,95,106,104,101
COc1ccc(C(=O)NC2CCN(CC(=O)Nc3cccc(OC)c3)CC2)cc1,0.0,95,94,1,83,104,105,94
O=C(NCC1CCCO1)C(c1cccs1)N(C(=O)Cn1nnc(-c2cccs2)n1)C1CCCC1 (stereo not drawn),-0.2,103,95,6,96,99,102,97
O=C(CCS(=O)(=O)c1ccc(Br)cc1)N1CCN(c2ccc(Cl)cc2)CC1,-0.3,82,111,1,78,80,118,111
CCOC(=O)N1CCN(S(=O)(=O)N2CCCC(C(=O)NCc3cccc(OC)c3)C2)CC1 (stereo not drawn),0.0,84,13[may fluoresce violet],1,88[may fluoresce violet],152[may fluoresce violet],u,56[may fluoresce violet]
O=C(NCc1ccccc1)C1=C[C@H](c2ccc(C(F)(F)F)cc2)C[C@H](OCCCCO)O1,0.1,100,84,-2,129,87,86,94

# (listing goes on)
SMILES,Efflux pump inh,CR mimetic SO,AGP1-GFP MLPCN,AHR activator,LAP4 TOR yeast,MEP2 TOR yeast,CIT2-GFP yeast,RPL19A-GFP yeast
CCCCCn1c(N)c(C#N)c2nc3ccccc3nc21,-0.1,92,75,0,90,97,59,106
CCOC(=O)N1CCN(c2c(NCCN3CCN(Cc4ccccc4)CC3)c(=O)c2=O)CC1,-0.1,91,98,3,90,94,100,106
NS(=O)(=O)c1ccc(CNC(=O)NC2(c3ccccc3)CC2)cc1,0.0,107,96,3,95,99,97,100
Cn1c(=O)c(-c2cc(=O)[nH][nH]2)c(O)c2ccccc21,0.6,91,99,51*,104,98,93,99
O=C(COC(=O)c1cc[n+]([O-])cc1)Nc1ccc(Cl)cc1C(F)(F)F,-0.1,91,111,1,107,103,104,100
O=C1N=C(N2CCCC2)S/C1=C\C=C\c1ccccc1,0.1,114,104,1,115,97,91,96
